# NCI-60 one-dose screen, 48 h, at 10 µM unless noted. Numbers give growth in % (100 = growth as untreated, 0 = no growth, -100 = all killed).
# K-562 – K-562 leukemia; AID 1794777; 7.4% of 78,000 active
# MDA-MB-435 – MDA-MB-435 melanoma; 7.8% of 82,000 active
# MDA-MB-468 – MDA-MB-468 breast cancer; 8.5% of 78,000 active; AID 2202374
# MOLT-4 – MOLT-4 leukemia cells. 6.9% of 80,000 active
# RPMI-8226 – RPMI-8226 leukemia cells. AID 1794781. 7.5% of 77,000 active
# HOP-62 – HOP-62 NSCLC; AID 1794735; 3.9% of 80,000 active
# CCRF-CEM – CCRF-CEM leukemia | 7% of 77,000 active
# SR – SR leukemia cells. 8.7% of 73,000 active. AID 1794780
# An asterisk follows results filed as active; . = no result given; & = joins results of further samples. The calls were made as follows: active = growth percent below 10; inactive = the rest. Rows are unselected; any-hit rate near 15%.
SMILES	K-562	MDA-MB-435	MDA-MB-468	MOLT-4	RPMI-8226	HOP-62	CCRF-CEM	SR
O=C(Oc1ccc2ccccc2c1)c1ccccc1	95	113	120	91	96	100	82	84
Clc1nc2ccc(Br)cc2cc1-c1nc2ccccc2s1	96	98	95	81	90	96	92	95
NN(c1ccccc1)c1ccccc1	71	98	55	73	76	103	73	73
O=c1[nH]ccc2nc(N3CCC(O)CC3)nc(Nc3ccc(N4CCOCC4)cc3)c12	70	41	159	.	81	97	71	.
CCOC(=O)N/N=C/c1cccc([N+](=O)[O-])c1	104	98	93	100	100	109	91	100
COc1ccc(/C=C/C(=O)c2ccc(S(=O)(=O)NCCNc3nc(N(C)C)nc(N4CCOCC4)n3)cc2)cc1	36	82	76	35	14	102	80	14
N#Cc1ccc(SSc2ccc(C#N)cc2)cc1	105	94	116	86	98	102	71	92
CC(=O)Nc1cccc(C(C)=O)c1	102	93	96	105	103	104	102	98

# An excerpt of these results, field by field:
O=C(Oc1ccc2ccccc2c1)c1ccccc1
  K-562: 95
  MDA-MB-435: 113
  MDA-MB-468: 120
  MOLT-4: 91
  RPMI-8226: 96
  HOP-62: 100
  CCRF-CEM: 82
  SR: 84
N#Cc1ccc(SSc2ccc(C#N)cc2)cc1
  K-562: 105
  MDA-MB-435: 94
  MDA-MB-468: 116
  MOLT-4: 86
  RPMI-8226: 98
  HOP-62: 102
  CCRF-CEM: 71
  SR: 92

# Going on with the list:
SMILES	K-562	MDA-MB-435	MDA-MB-468	MOLT-4	RPMI-8226	HOP-62	CCRF-CEM	SR
COc1ccc(-c2ccc(-c3ccc(C(=N)N)cn3)s2)cc1OC	42	103	93	72	89	91	98	63
Nc1nnc(-c2ccc(Nc3nccc(Cl)n3)cc2)s1	106	106	115	101	104	89	107	94
Cc1ccc(N2CCN(CCOCCC#N)CC2)cc1	101	.	109	100	98	127	93	.
CCCCNC(=O)NS(=O)(=O)c1ccc(N2N=C(c3ccc(C)cc3)CCC2=O)cc1	99	104	104	110	113	98	106	114
CCCCCCCCCCCCCCCCCCCCCCO	.	106	97	106	102	94	96	.
C/C(=N\NC(=O)c1ccncc1)c1ccc(F)cc1	117	112	103	118	124	103	133	128
CCOC(=O)C1=C(N)N(c2ccccc2)C2=C(C(=O)CC(C)(C)C2)C1c1ccc(F)cc1 (centres undefined)	116	102	95	112	106	102	108	105
O=C(O)c1ccc(-n2cc(CO)c(-c3cc(C(F)(F)F)cc(C(F)(F)F)c3)n2)cc1	.	100	99	77	40	75	91	81
O=C1CCCc2cc(OCCCCN3CCCCC3)ccc2N1	102	109	153	107	101	108	104	98
Clc1ccc2nc(Cl)c3ccccc3c2c1	88	50	.	83	71	58	82	1.3*
CCOc1ccc(/C=N/Nc2cc(C)nc3ccc(Br)cc23)cc1	20	93	65	76	71	96	39	2.1*
CC(C)C(=O)N1CCCc2ccccc21	111	101	84	110	108	98	106	100
CCOC(=O)C1=C(C)N(c2ccc(C(C)=O)cc2)C2(O)C(Cl)=C(Cl)C(O)=C(C#N)C12C#N (centres undefined)	106	110	.	92	102	96	96	99
COC(OC)/C(=N\N(C)C)c1ccccc1	95	103	95	93	100	91	88	87
O=S(=O)(Cc1ccccc1)C(Cl)(Cl)c1ccccc1	123	117	104	95	97	112	91	88
C=C(CN=[N+]=[N-])[C@@H]1CC[C@]2(C(=O)OC)CC[C@]3(C)[C@H](CC[C@@H]4[C@@]5(C)CCC(=O)C(C)(C)[C@@H]5CC[C@]43C)[C@@H]12	87	96	93	93	87	74	91	.
COc1ccc(-c2nc(NCC(=O)c3ccc(Br)cc3)[nH]c(=O)c2C#N)cc1	95	98	107	103	109	97	98	91
O=C(O)Cn1ccc2ccccc21	93	108	.	.	.	80	98	.
O=C(CCCSc1nc(-c2ccc(Cl)cc2)cc(-c2ccc(Cl)cc2)n1)NO	5.1*	24	-50*	4.9*	.	15	.	7.6*
C=CCC(=O)N[C@@H](Cc1ccc(-c2cc(Cl)cc(Cl)c2)cc1)[C@@H](O)[C@H](O)C(=O)O	93	109	110	88	105	71	109	92
CC(O)C1Cc2ccccc2C(=O)O1 (centres undefined)	106	108	116	93	112	110	103	101
Cc1nn(-c2ccccc2)c2ncnc(N/N=C/c3ccccc3)c12	78	97	84	87	105	116	88	98
Cc1ccc(C2=NN(C(=O)c3ccc(S(C)(=O)=O)cc3)C(c3ccc(C)cc3)C2)cc1 (centres undefined)	20	24	55	44	93	74	91	50
O=c1c(-c2ccc3c(c2)OCO3)coc2cc(O)ccc12	104	113	115	87	85	95	99	96
O=C(CSc1nc2ccccc2[nH]1)Nc1cccc(Cl)c1	100	102	113	117	102	95	104	.
NC(N)=N/N=C/c1ccc(-c2ccc(-c3cc(Cl)cc(Cl)c3)s2)cc1	-25*	1.1*	-47*	17	-9.0*	25	.	2.6*
COc1ccc(-n2c(-c3ccccc3)c(-c3ccccc3)c3c(SCC(=O)n4[nH]c(N)cc4=O)ncnc32)cc1	83	93	52	110	65	84	94	117
Cc1ccc(NC(=O)C(c2ccccc2)c2ccccc2)cc1	87	96	95	77	73	90	85	109
O=C(Nc1ccc(Cl)c(Cl)c1)Nc1ccc(Cl)c([N+](=O)[O-])c1	.	7.8*	-19*	-31*	-36*	-3.5*	1.2*	-25*
CCCCCCCC/C=C\CCCCCCCCOc1ccccc1CC(=O)NCC[N+]1(C)CCOCC1	57	96	65	84	78	51	67	30
Nc1nc2c(C(=O)N3CCCC3)nnn2c2ccccc12	95	112	98	72	56	125	49	.
CCCCCC[n+]1ccc(SCC(=O)n2ccc3ccccc32)c2ccccc21	52	101	4.7*	79	50	90	77	57
CC1CCC(=N\O)/C(=N/O)C1 (centres undefined)	114&91	94&110	103&126	95&96	102&102	107&102	101&91	98&103
O=C(c1ccc(Cl)cc1)C(F)(Cl)Cl	99	110	109	93	99	103	86	96
c1ccc2cc(C[n+]3ccn(CCn4cc[n+](Cc5ccc6ccccc6c5)c4)c3)ccc2c1	110	101	86	110	95	86	101	114
CC(=O)Nc1c(Cl)cc(Cl)c2c1Cc1cc([N+](=O)[O-])ccc1-2	90	86	95	87	87	91	90	48
CCCCOc1nc(-c2cccnc2)cc(-c2ccc(OC)c(OC)c2)c1C#N	60	102	72	108	77	117	69	63
Cc1cc(O)c(C(C)(C)C)cc1N=O	78	109	79	100	67	106	76	81
N#CSCc1cc(Cl)c(CSC#N)cc1Cl	29	35	66	18	49	113	2.1*	11
CC1(C)C=C(C(=O)O)C(C)(C)N1O	101	97	97	94	108	98	102	101

# Part of the list above in order of heavy-atom count, highest first.
SMILES	K-562	MDA-MB-435	MDA-MB-468	MOLT-4	RPMI-8226	HOP-62	CCRF-CEM	SR
COc1ccc(-n2c(-c3ccccc3)c(-c3ccccc3)c3c(SCC(=O)n4[nH]c(N)cc4=O)ncnc32)cc1	83	93	52	110	65	84	94	117
CCCCCCCC/C=C\CCCCCCCCOc1ccccc1CC(=O)NCC[N+]1(C)CCOCC1	57	96	65	84	78	51	67	30
c1ccc2cc(C[n+]3ccn(CCn4cc[n+](Cc5ccc6ccccc6c5)c4)c3)ccc2c1	110	101	86	110	95	86	101	114
Cc1ccc(C2=NN(C(=O)c3ccc(S(C)(=O)=O)cc3)C(c3ccc(C)cc3)C2)cc1 (centres undefined)	20	24	55	44	93	74	91	50
CCCCCC[n+]1ccc(SCC(=O)n2ccc3ccccc32)c2ccccc21	52	101	4.7*	79	50	90	77	57
NC(N)=N/N=C/c1ccc(-c2ccc(-c3cc(Cl)cc(Cl)c3)s2)cc1	-25*	1.1*	-47*	17	-9.0*	25	.	2.6*
Cc1ccc(NC(=O)C(c2ccccc2)c2ccccc2)cc1	87	96	95	77	73	90	85	109
CC(=O)Nc1c(Cl)cc(Cl)c2c1Cc1cc([N+](=O)[O-])ccc1-2	90	86	95	87	87	91	90	48
Nc1nc2c(C(=O)N3CCCC3)nnn2c2ccccc12	95	112	98	72	56	125	49	.
N#CSCc1cc(Cl)c(CSC#N)cc1Cl	29	35	66	18	49	113	2.1*	11
Cc1cc(O)c(C(C)(C)C)cc1N=O	78	109	79	100	67	106	76	81
CC1(C)C=C(C(=O)O)C(C)(C)N1O	101	97	97	94	108	98	102	101
CC1CCC(=N\O)/C(=N/O)C1 (centres undefined)	114&91	94&110	103&126	95&96	102&102	107&102	101&91	98&103

# Carrying on.
SMILES	K-562	MDA-MB-435	MDA-MB-468	MOLT-4	RPMI-8226	HOP-62	CCRF-CEM	SR
NNC(=O)c1ccccc1[N+](=O)[O-]	123	105	107	104	104	101	95	105
NC1=NC2(CCCc3ccccc32)n2c(nc3ccccc32)N1 (centres undefined)	74	67	42	92	78	121	93	.
O=C(N/N=c1/ccoc2cccnc12)N1CCN(c2ncccn2)CC1	10.0*	35	3.0*	8.2*	31	25	30	21
CC1=CC(=C(c2ccc(N)c(S(=O)(=O)O)c2)c2ccc(N)c(S(=O)(=O)O)c2)C=C(S(=O)(=O)O)C1=N	97	108	130	111	100	92	94	112
Cc1ccc(C(CC(=O)O)CC(=O)O)c(O)c1	104	100	99	103	102	103	.	93
CC(=O)c1cc(C(=O)c2ccc(Br)cc2)n2cccc(C#N)c12	109	111	101	108	110	91	110	115
COc1ccccc1S(=O)(=O)Nc1ccc2c3c(cc(CCC(=O)NCCCCNc4cccc5c4C(=O)N(C4CCC(=O)NC4=O)C5=O)cc13)C(=O)N2C (centres undefined)	17	23	-35*	0.8*	54	2.7*	-0.6*	14
CSc1ccc(N2C(N)=NC(N)=NC2(C)C)cc1	43	46	42	81	90	93	98	86
O=C(O)C(Br)CN1C(=O)c2ccccc2C1=O (centres undefined)	114	99	103	112	105	102	101	117
COc1cc(C(=O)NC(N)=O)cc(OC)c1OC	94	109	99	84	105	84	102	93
Cc1ccc(C2=NN3C(C2)c2cc(Cl)ccc2OC32CCN(Cc3ccccc3)CC2)o1 (centres undefined)	50	89	148	75	76	105	84	88
O=C1c2ccccc2C2N1CCCN2C(=O)c1sc2ccccc2c1Cl (centres undefined)	57	91	65	73	55	96	75	60
O=C(COc1ccc(-c2nc3ccccc3[nH]2)cc1)N=Nc1c(O)[nH]c2ccc([N+](=O)[O-])cc12	103	100	102	99	109	99	97	.
COc1c(N2CC3CCCN(C(C)=O)C3C2)c(F)cc2c(=O)c(C(=O)N[C@H]3C(OC(C)=O)[C@@H](OC(C)=O)C(COC(C)=O)O[C@H]3OC(C)=O)cn(C3CC3)c12 (some centres undefined)	94	106	98	106	.	112	90	88
O=C(/C=C/C12c3ccccc3C(c3ccccc31)C1C(=O)NC(=O)C12)c1ccc(Br)cc1 (centres undefined)	22	18	43	3.0*	-11*	56	-3.9*	14
COc1ccc(/C=C/C(=O)c2ccc(NC(=O)CSc3nnc(-c4ccc(-c5nc6ccccc6[nH]5)cc4)o3)cc2)cc1OC	111	102	115	94	98	103	105	110
C=C(Br)C(=O)OC	107	103	106	107	109	82	111	101
O=C1NN(CCO)C(=S)Nc2ccccc21	98	106	119	93	122	99	119	100
C[C@]12CCC(=O)C=C1CC[C@@H]1[C@@H]2[C@@H](O)C[C@@]2(C)[C@H]1CC[C@@]21OCC1=O	99	106	113	89	97	95	93	90
CC1(C)CC(=O)C2=C(C1)N(c1ccc(OC(F)(F)F)cc1)C(N)=C(C#N)C2c1ccc(Br)s1 (centres undefined)	74	92	83	68	68	96	81	72

# Compound activity (PubChem)
